PhoP GFP inhibition: PhoP regulon inhibitors, Salmonella typhi PhoP promoter GFP reporter, confirmatory (AID 1850); Salmonella Typhi PhoP-promoter GFP reporter, fluorescence, 4 h; higher % means a stronger effect; inhibition, % at 50 µM, or IC50 in µM where a hit was titrated; 310,000 tested, 0.33% active; in the data active = a potency from the dose series; inconclusive = inhibition mostly from about 25% at the one dose, without a potency; inactive = the rest, 99 in 100 with inhibition below about 19%;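 note: 0% = induced wells with vehicle and 100% = uninduced wells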
tuberculosis growth: growth inhibition of non-replicating M. tuberculosis (AID 488890). Mycobacterium tuberculosis non-replicating, growth inhibition; higher % means a stronger effect. inhibition, % at 25 µM; hits with a dose series show IC50 in µM. 320,000 tested, 0.39% active; in the data active = a potency from the dose series; inconclusive = inhibition mostly from about 82% at the one dose, without a potency; inactive = the rest, 99 in 100 with inhibition below about 76%;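 note: plate controls were DMSO cells for no effect and high antibiotic wells for full effect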
M. tuberculosis HTS: M. tuberculosis growth inhibition, HTS (AID 449762). M. tuberculosis H37Rv growth inhibition, 7H9 media; higher % means a stronger effect. inhibition, % at 25 µM; hits with a dose series show IC50 in µM. 330,000 tested, 0.59% active; in the data active = a potency from the dose series; inconclusive = inhibition above about 70% without an active follow-up result;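 note: bacterial growth assessed after seven days of incubation; strong numbers were not always called active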
inhibitors of VEEV: inhibitors of VEEV TC-83 cytopathic effect, confirmation, Vero cells (AID 588727); inhibition, % at 20 µM; hits with a dose series show IC50 in µM; 350,000 tested, 0.13% active; Vero cells, VEEV TC-83 cytopathic effect inhibition; higher % means a stronger effect; in the data active = a potency from the dose series; inconclusive = inhibition mostly from about 14% at the one dose, without a potency; inactive = the rest, 99 in 100 with inhibition below about 12%; note: strong numbers were not always called active
influenza NS1A: NS1A inhibition, H1N1 influenza, cell based functional assay (AID 504329). 340,000 tested, 0.3% active. inhibition, % at 12.5 µM, or IC50 in µM where a hit was titrated. NS1A functional cell-based assay, percent inhibition; higher % means a stronger effect; in the data active = a potency from the dose series; inconclusive = inhibition above about 27% without an active follow-up result; note: strong numbers were not always called active
inhibitors of VEEV 10K pilot screen: also measured in inhibitors of VEEV; calls as there; inhibition, %; measured here: 10K pilot screen inhibition
Starred values were filed as active, the others as inactive; i = inactive; ? = inconclusive; . = no result given; & = joins results of further samples.

SMILES	PhoP GFP inhibition	tuberculosis growth	M. tuberculosis HTS	inhibitors of VEEV	influenza NS1A	others
CCOc1ccccc1N1CCN(C(=O)c2cc3c(s2)CCC3)CC1	-2%	20%	13%	8.5%	6%
O=C(OCCN1C(=O)c2ccccc2C1=O)c1cc(=O)[nH]c2ccccc12	2%	-3%	-5%	0.5%	2%
Cc1ccc(C)c(CN2CCC(CNC(=O)CCc3nnc4ccc(N5CCCCC5)nn34)CC2)c1	-1%	13%	-4%	1.0%	4%
CCOC(=O)c1[nH]cnc1C(=O)N1CCC(C)CC1	.	2%	-11%	i	7%
COc1cc(NS(=O)(=O)c2ccc(Br)s2)cc(OC)c1	-1%	15%	0%	i	-3%
O=C(NCCc1ccc(F)cc1)c1ccc(S(=O)(=O)N2CCCC2)cc1	.	38%	7%	0.3%	0%
Cc1ccc(-n2c(SCC(=O)Nc3ncc(Cl)cc3Cl)nc3ccccc32)cc1	-12%	22%	-6%	0.72µM*	10%
Cc1cc(C)c(C#N)c(SC(F)F)n1	8%	3%	-7%	i	-3%
Cc1cc(C)cc(OC(C)C(=O)NCCCn2ccnc2)c1 (stereo not given)	-7%	6%	-3%	6.0%	6%
COc1cccc(C(=O)CC(C#N)c2ccc(F)cc2)c1 (stereo not given)	5%	4%	48%	0.6%	-13%

Random excerpt: 2 compounds from above.
SMILES	PhoP GFP inhibition	tuberculosis growth	M. tuberculosis HTS	inhibitors of VEEV	influenza NS1A	others
COc1cc(NS(=O)(=O)c2ccc(Br)s2)cc(OC)c1	-1%	15%	0%	i	-3%
O=C(OCCN1C(=O)c2ccccc2C1=O)c1cc(=O)[nH]c2ccccc12	2%	-3%	-5%	0.5%	2%

Continuation:
SMILES	PhoP GFP inhibition	tuberculosis growth	M. tuberculosis HTS	inhibitors of VEEV	influenza NS1A	others
COC(=O)c1ccccc1NC(=O)NC1CCCCC1	-6%	8%	-4%	3.4%	-2%
COC(=O)C(C(=O)Nc1nc2ccccc2s1)C1CCCC1 (stereo not given)	-8%	-6%	15%	i	-14%
Cc1ccc(N(C)S(=O)(=O)c2cccc(C(=O)NC3=NCCS3)c2)cc1	-1%	36%	3%	6.6%	11%
NC(=O)Nc1ccc(Nc2ccccc2)cc1	6%	17%	-8%	i	5%
Cc1cnc(NC(=O)c2ccc(-c3ccc([N+](=O)[O-])cc3)o2)s1	.	-20%	2%	1.6%	-1%
O=C1C=CC(=O)N1c1ccc2ccccc2c1	.	.	.	1.5%	1%
O=C(NCc1ccc(Cl)cc1)c1cccc2c1C(=O)N(CC1CCCO1)C2 (stereo not given)	-2%	19%	-4%	8.0%	3%
CN(Cc1cccc(C(F)(F)F)c1)Cc1nc(-c2cnccn2)no1	4%	13%	-4%	0.3%	4%
CCC1CCCCN1C(=O)c1cc(-c2ccc(Cl)c(Cl)c2)on1 (stereo not given)	-1%	43%	67%	i	2%
CC(C)=C1Cc2ccccc2C1=O	-2%	5%	-1%	0.4%	-6%
CN1CCN(c2ccc(NC(=O)c3ccc(Cl)cc3Cl)cc2)CC1	1%	-9%	0%	0.4%	-10%
CN1C[C@H](CNC(=O)OCc2ccccc2)C[C@@H]2c3cccc4c3c(cn4C)C[C@H]21	8%&-6%	43%	?	23%	17%
Cc1nnc(SCC(=O)Nc2cccc(C(F)(F)F)c2)[nH]c1=O	8%	15%	-1%	i	3%
COc1ccc(Br)cc1C1NC(=O)NC(C)=C1C(=O)N(C)C (stereo not given)	1%	-10%	-10%	2.8%	20%
COCCNC(=S)N1CCC(C(=O)c2ccc3c(c2)OCCO3)CC1	-7%	1%	-17%	3.3%	-9%
Cc1cn(C2OC(COC(=O)c3ccccc3)C(O)C2Cl)c(=O)[nH]c1=O (stereo not given)	1%	-17%	3%	0.0%	5%
COc1ccnc(Oc2ccccc2)c1-c1ncn[nH]1	11%	-13%	-5%	1.9%	-6%	inhibitors of VEEV 10K pilot screen=0.5
COC(=O)c1cc(-c2ccc(S(=O)(=O)N3CCCCC3)cc2)c(C(F)(F)F)s1	-8%	12%	11%	i	0%
NC(=O)C1CCN(C(=O)c2cccc(S(=O)(=O)N3CCCC3)c2)CC1	.	.	.	i	1%
COC(=O)C1=C(C)NC(C)=C(C(=O)OC)C1/C=C/c1ccccc1	6%	1%	6%	i	4%
COc1ccc(CCNC(=O)COc2ccc(S(=O)(=O)NC(C)C)cc2Cl)cc1OC	9%	-4%	-7%	3.5%	-4%
COc1ccc(S(=O)(=O)N2CCN(C(=O)c3cc(-c4ccc(Br)cc4)n[nH]3)CC2)cc1OC	-12%	-8%	1%	5.1%	-6%
Nc1nc(-c2ccc(Cl)cc2)c(S(=O)(=O)c2ccccc2)s1	-8%	37%	-2%	1.1%	-2%
Fc1ccccc1-c1ccc(/C=N/Nc2nc3ccccc3[nH]2)o1	-1%	-3%	23%	5.0%	-15%
O=C(Nc1ccccc1NC(=O)c1c(F)cccc1F)c1c(F)cccc1F	-8%	6%	-5%	0.8%	-5%
COC(=O)C1=C(C)N2C(=O)CSC2=NC1c1ccc2c(c1)OCO2 (stereo not given)	-5%	2%	0%	.	.
COc1cccc(C2=NNC(=NCc3ccccc3)SC2)c1	8%	21%	0%	4.4%	-2%
CCN(CC)C(=O)CSc1nnc(-c2cc(OC)cc(OC)c2)o1	-12%	4%	0%	1.2%	6%
COc1ccc(CN(C)C(=O)C23CC4CC(CC(Cl)(C4)C2)C3)c(OC)c1OC	3%	12%	-6%	1.5%	1%
COc1ccc(S(=O)(=O)NCCSc2ccc(C)cc2)cc1OC	-9%	4%	-5%	i	-3%
O=C(CSc1nc(=O)n(CCCN2CCOCC2)c2c1CCC2)Nc1ccc(F)cc1	2%	5%	-6%	2.4%	-15%
Cc1cc(NC(=O)c2ccc3c(c2)C(=O)N(Cc2ccccc2)C3=O)no1	-13%	-12%	7%	0.1%	6%
COc1cccc(C(C2C(=O)CC(C)(C)CC2=O)C2C(=O)CC(C)(C)CC2=O)c1	-10%	?	7%	0.4%	-7%
C[C@@H]1CC=C[C@H]2[C@H]1C(=O)N(Cc1ccccc1)[C@H]2c1ccc(-c2ccoc2)cc1F	12%	-3%	1%	1.4%	-4%
COc1ccc(NC(=O)Nc2cccc3c2O[C@H](CN(C)C(=O)Nc2ccc(C(F)(F)F)cc2)[C@@H](C)CN([C@H](C)CO)C3=O)cc1	.	29%	6%	3.9%	-6%
C=CCCCCCCCCC(=O)N1CCN(c2cc3c(cc2F)c(=O)c(C(=O)O)cn3CC)CC1	3%	27%	2%	0.3%	-7%
O=C(N/N=C/C(Br)=C/c1ccccc1)c1ccc([N+](=O)[O-])cc1	3%	0%	6%	4.5%	1%
CN(C)c1nc(N(C)C)n(C(=O)c2cccs2)n1	1%	-12%	1%	0.8%	2%
COc1ccc(OC)c(-n2c(O)c(/C=C3\C(C)=Nc4ccccc43)c(=O)[nH]c2=O)c1	9%	7%	8%	i	.
CCCCCn1c(=O)[nH]c2cc(C(=O)N3CCN(c4ccc(F)cc4)CC3)ccc2c1=O	.	.	.	1.8%	-6%
COc1ccc(C2CC(=O)c3c(C)nc(N4CCN(Cc5ccccc5)CC4)nc3C2)cc1OC (stereo not given)	13%	35%	63%	i	12%
COCCCNCCCOc1ccc(C)cc1Br	-5%	12%	-6%	0.5%	-1%
O=C1Nc2cc3c(cc2C1=O)sc1ccccc13	-3%	33%	4%	80%	.
COc1ccc(N/C=C(\C#N)c2nc3ccccc3n2C)c(OC)c1	-3%	-8%	?	i	-1%
O=C(NC1CCCCCC1)c1cccnc1Sc1ccccc1	0%	23%	-4%	2.8%	-1%
Cc1cc(NC(=O)C2CC(=O)N(c3ccccc3C)C2)no1 (stereo not given)	-3%	2%	6%	i	7%
CC12CN3CC(C)(CN(C1)C3c1ccc([N+](=O)[O-])o1)C2 (stereo not given)	3%	4.2µM*	?	i	3%
CCn1c(CCNC(=O)c2ccc(OC)cc2)nnc1SCc1ccc(Cl)c(Cl)c1	-4%	70%	?	0.2%	-7%
NC(=O)c1nsc(C(=O)N(CC(=O)NC2CCCCC2)c2ccc(Cl)cc2)c1N	6%	10%	6%	1.8%	-8%
CCc1ccc(CNC(=O)C2CCN(S(=O)(=O)N3CCC(C)CC3)CC2)cc1	-14%	8%	-9%	6.5%	-3%
Additional records follow:
SMILES	PhoP GFP inhibition	tuberculosis growth	M. tuberculosis HTS	inhibitors of VEEV	influenza NS1A	others
Cc1cc(C)n2nc(SCC(=O)N/N=C/c3ccc(F)cc3)nc2n1	-2%	4%	0%	i	-12%
Cc1cccc(N/C(N)=N/c2nc(C(F)(F)F)cc(C(F)(F)F)n2)c1	-5%	1%	-1%	i	-10%
CCOc1cc(S(=O)(=O)Nc2ccccc2CC)ccc1Cl	-4%	2%	-3%	i	16%
CC(=O)N1N=C(c2ccccc2OC(=O)/C=C/c2ccccc2)CC1c1ccccc1 (stereo not given)	5%	12%	-2%	1.8%	.
COc1cccc(N2CCN(C(=O)CCNS(=O)(=O)c3ccc4c(c3)c(=O)n(C)c(=O)n4C)CC2)c1	-2%	4%	-1%	1.2%	0%
COCCSc1nc2sc3c(c2c(=O)n1-c1ccccc1)CCN(C)C3	-8%	78%	12%	1.1%	5%
Cc1ccc(C)c(Nc2nc(-c3ccncc3)nc3ccccc23)c1	0%	2%	7%	3.1%	-13%
Cc1ccc(CN2C(=O)CSC2c2cccnc2)cc1 (stereo not given)	6%	12%	11%	0.4%	-1%
C=C(C)Cn1c(-c2ccccc2)nc2ccccc21	-3%	19%	-8%	i	-6%
COc1ccc(NC(=O)Cn2nnc3ccccc32)c([N+](=O)[O-])c1	-2%	-12%	3%	2.2%	-1%
N#Cc1ccc(NC(=O)c2cc(S(=O)(=O)N3CCOCC3)ccc2N2CCCC2)cc1	11%	4%	-7%	5.9%	-3%
COc1ccc(Cl)cc1NC(=O)COC(=O)c1c(-c2ccccc2)noc1C	.	46%	3%	2.6%	-9%
COCCNC(=O)NC(=O)CN1CCN(C(c2ccccc2)c2ccccc2)CC1	-4%	5%	8%	1.4%	3%
Cc1[nH]c2ccccc2c1C(=O)C(=O)NCCCc1ccccc1	-18%	7%	-5%	3.9%	1%
CON(C)c1nc(OCCNC(=O)OCc2ccc(Cl)cc2C)nc(N(C)C)n1	-5%	?	-8%	i	-6%
O=C(Nc1ccc(S(=O)(=O)N2C[C@@H]3C[C@@H](C2)c2cccc(=O)n2C3)cc1)c1ccc(F)cc1	.	1%	-3%	0.5%	-10%
c1ccc(-c2cc(-c3nnc4sc(-c5ccccn5)nn34)[nH]n2)cc1	8%	8%	-4%	12%	-6%
Cc1nc2ccccn2c1-c1nnco1	-10%	14%	4%	0.5%	-8%
Oc1ccc(Cc2ccccc2Cl)c(O)c1	.	.	.	3.1%	3%
CC1(C)C(=O)C2(C(=O)NCc3ccccc3)CCC1C2 (stereo not given)	3%	-10%	-5%	1.4%	0%
Cc1cc(NC(=O)CN2C(=O)S/C(=C\c3ccccc3)C2=O)no1	-2%	55%	10%	0.7%	-5%
Cc1ccc(NC(=S)N2CC(C)OC(C)C2)cc1C (stereo not given)	-8%	-13%	8%	2.3%	-9%
O=C(NC1CCN(C(=O)c2ccccc2Br)CC1)c1ccccc1	5%	7%	1%	i	24%
Cc1nc(NC(=O)C2CC2)sc1C(=O)Nc1cccc(Cl)c1	-2%	14%	4%	2.8%	-13%
NCCCC[C@@H](C(=O)N1CCNCC1)n1cc([C@@H](N)CO)nn1	0%	-7%	1%	0.3%	6%
Cc1ccc2c(c1)N(C(=O)CCC(=O)NCCCN1CCN(C)CC1)CCO2	4%	-20%	-12%	i	1%
CC(=O)N1/C(=C/c2ccc(N(C)C)cc2)C(=O)c2ccccc21	.	.	.	1.6%	17µM*
Cc1ccccc1NC(=O)COC(=O)c1c[nH]c(=O)[nH]c1=O	1%	-3%	5%	i	0%

Grouped by structure, the compounds so far containing a thiophene ring, fused or not
SMILES	PhoP GFP inhibition	tuberculosis growth	M. tuberculosis HTS	inhibitors of VEEV	influenza NS1A	others
CCOc1ccccc1N1CCN(C(=O)c2cc3c(s2)CCC3)CC1	-2%	20%	13%	8.5%	6%
COc1cc(NS(=O)(=O)c2ccc(Br)s2)cc(OC)c1	-1%	15%	0%	i	-3%
COC(=O)c1cc(-c2ccc(S(=O)(=O)N3CCCCC3)cc2)c(C(F)(F)F)s1	-8%	12%	11%	i	0%
CN(C)c1nc(N(C)C)n(C(=O)c2cccs2)n1	1%	-12%	1%	0.8%	2%
O=C1Nc2cc3c(cc2C1=O)sc1ccccc13	-3%	33%	4%	80%	.
COCCSc1nc2sc3c(c2c(=O)n1-c1ccccc1)CCN(C)C3	-8%	78%	12%	1.1%	5%

This is a random part of the collection; any-hit rate near 1.5%.
